Assay outcomes from PubChem.
GSH bead fluor: compound fluorescence on glutathione beads, profiling panel, artefact control, biophysical, 488/530 nm, flow cytometry | GSH beads flow cytometry, compound fluorescence 488/530 nm; stronger effect = higher value | 0.25% of 190,000 active | fluorescence (KMESF) at 10 µM; in the data active means fluorescence above about 89;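 further: glutathione beads carrying GST-tagged Bcl family fusion proteins plus one bare bead set; values are compound well signal with DMSO vehicle wells as background; inactives centre near 16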
Pf gametocyte: late stage P. falciparum gametocyte viability inhibitors, primary screen, ATP luminescence, HTS. P. falciparum stage V gametocytes, 24 h. inhibition, % at 10.9 µM. 0.065% of 150,000 active;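 active means inhibition above the mean plus 3 SD of compounds within the control limits, set per campaign, cut at about 38% in these data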;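 further: 0% = DMSO wells and 100% = medium only without gametocytes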
Bim-Mcl-1: inhibitors of Bim peptide binding to Mcl-1, primary screen, biochemical, bead-based flow cytometry, multiplex. 0.1% of 190,000 active. AID 1009, 2008. Bim peptide-Mcl-1 binding. Induced myeloid leukemia cell differentiation protein Mcl-1 (Homo sapiens), Q07820. inhibition, % at 10 µM; in the data active means inhibition above about 40%;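 further: 0% = no compound tracer wells and 100% = peptide blocker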
Target sequence (Q07820 whole entry, looked up): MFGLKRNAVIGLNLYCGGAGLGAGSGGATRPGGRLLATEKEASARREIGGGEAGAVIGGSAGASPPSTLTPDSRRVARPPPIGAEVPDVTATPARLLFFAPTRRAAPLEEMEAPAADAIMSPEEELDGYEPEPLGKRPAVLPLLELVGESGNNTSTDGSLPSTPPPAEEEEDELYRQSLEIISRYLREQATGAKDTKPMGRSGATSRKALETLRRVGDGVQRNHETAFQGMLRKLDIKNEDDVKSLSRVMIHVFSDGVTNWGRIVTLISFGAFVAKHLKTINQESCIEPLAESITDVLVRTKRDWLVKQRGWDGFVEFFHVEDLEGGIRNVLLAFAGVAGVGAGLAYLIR
ABCG2 inh: ABCG2 efflux pump inhibitors, primary screen, multiplex with ABCB1, IgMXP3 cells, flow cytometry; inhibition, % at 6.6 µM; 0.1% of 190,000 active; JC-1 efflux; Broad substrate specificity ATP-binding cassette transporter ABCG2 (Homo sapiens), Q9UNQ0;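 active means inhibition above 80%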;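 further: 0% = DMSO and 100% = nicardipine control wells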
Target sequence (Q9UNQ0 whole entry, looked up): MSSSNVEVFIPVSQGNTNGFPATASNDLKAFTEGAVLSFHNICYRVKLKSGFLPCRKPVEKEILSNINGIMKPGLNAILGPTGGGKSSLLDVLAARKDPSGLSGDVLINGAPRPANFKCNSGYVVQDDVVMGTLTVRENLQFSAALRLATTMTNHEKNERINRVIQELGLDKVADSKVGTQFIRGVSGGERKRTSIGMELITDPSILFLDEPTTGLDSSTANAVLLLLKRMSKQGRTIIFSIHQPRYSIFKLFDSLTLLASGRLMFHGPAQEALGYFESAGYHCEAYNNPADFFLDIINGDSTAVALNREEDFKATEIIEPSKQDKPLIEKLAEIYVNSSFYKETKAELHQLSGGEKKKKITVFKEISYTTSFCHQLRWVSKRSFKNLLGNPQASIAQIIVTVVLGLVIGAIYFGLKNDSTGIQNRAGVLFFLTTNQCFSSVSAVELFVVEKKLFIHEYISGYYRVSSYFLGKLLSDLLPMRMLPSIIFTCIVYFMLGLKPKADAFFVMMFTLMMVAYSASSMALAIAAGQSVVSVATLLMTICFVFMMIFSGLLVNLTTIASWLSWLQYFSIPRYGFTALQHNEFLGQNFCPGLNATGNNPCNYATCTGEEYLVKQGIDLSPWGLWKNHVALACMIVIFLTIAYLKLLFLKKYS
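Incubation: cells with compound and JC-1, 10 min at 25 °C, rotating, no wash / Test system: IgMXP3 (ABCG2) plus far-red-tagged CCRF-Adr (ABCB1) cells / Compound dosing: one concentration, 6.6 µM final / Also added: JC-1 fluorescent substrate / Evaluation: efflux inhibition in percent versus controls / Detection: flow cytometry, 530 nm JC-1 signal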
Mcl1-Noxa inh: Mcl-1/Noxa binding inhibitors, primary screen, biochemical, TR-FRET, 1536-well; inhibition, % at 21.7 µM; 1.5% of 220,000 active; TR-FRET Mcl-1/Noxa peptide binding, 2 h; Induced myeloid leukemia cell differentiation protein Mcl-1 (Homo sapiens), Q07820;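 active means compounds that cut the protein-peptide binding signal by more than 50% relative to plate controls in a single-dose test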;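 further: His-tagged Mcl-1 with rhodamine Noxa BH3 peptide and terbium anti-His antibody; 0% = Mcl-1 plus Noxa peptide wells and 100% = peptide-only wells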
ABCB1 inh: ABCB1 efflux pump inhibitors, primary screen, cell-based, multiplex, flow cytometry, ABCG2 counter-screen; ATP-dependent translocase ABCB1 (Homo sapiens), P08183; AID 1326, 2008; CCRF-Adr cells, JC-1 efflux; inhibition, % at 6.6 µM; 0.067% of 190,000 active; in the data active means inhibition above about 40%;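 further: 0% = vehicle and 100% = reference inhibitor; higher value means more JC-1 retained so stronger ABCB1 efflux block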
RGS7-Gao reg: RGS7-Galphao binding modulators, primary screen, biochemical, multiplexed bead flow cytometry | Guanine nucleotide-binding protein G(o) subunit alpha (Homo sapiens), P09471 | actives lie on both sides | binding response (% of control), % at 10 µM | 0.35% of 220,000 active | AID 1439, 2008; in the data active means binding response below about 49% or above about 150%; inconclusive means no clear call, values can overlap the other calls; inactive means in between;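 further: fluorescent Galphao held in activated GDP-AlF4 state binding bead-coupled RGS7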
Mcl1-Bid inh: Mcl-1/Bid binding inhibitors, primary screen, biochemical, TR-FRET, 1536-well; AID 1021, 2008; 0.97% of 220,000 active; inhibition, % at 21.7 µM; Induced myeloid leukemia cell differentiation protein Mcl-1 (Homo sapiens), Q07820; TR-FRET Mcl-1/Bid-Dy647 peptide binding;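 active means compounds that cut the binding signal by more than half at the single screening dose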;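 further: His-tagged Mcl-1 with europium anti-His antibody binding Bid BH3 peptide; 0% = Mcl-1 plus peptide wells and 100% = peptide-only wells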
Avidin fluor: green autofluorescence of compounds with avidin beads – biophysical, 488/530 nm, flow cytometry, artefact control, profiling panel. fluorescence (KMESF) at 10 µM. compound fluorescence 488/530 nm; stronger effect = higher value. 0.38% of 220,000 active; in the data active means fluorescence above about 47; further: inactives centre near 10
RGS8-Gao: RGS8-Galphao binding modulators, primary screen, biochemical, multiplexed bead flow cytometry. 0.34% of 220,000 active. response (percent of control binding), % at 10 µM. AID 1423, 2008. actives lie on both sides. Guanine nucleotide-binding protein G(o) subunit alpha (Homo sapiens), P09471; in the data active means response below about 60% or above about 140%; inactive means in between;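 further: Galphao activated as the GDP aluminium fluoride complex binding bead-coupled RGS8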
RGS4-Gao reg: modulators of RGS4 binding to Galphao, primary screen, biochemical, multiplexed bead flow cytometry | Guanine nucleotide-binding protein G(o) subunit alpha (Homo sapiens), P09471 | actives lie on both sides | binding response (% of control), % at 10 µM | 0.33% of 220,000 active; in the data active means binding response below about 49% or above about 150%; inactive means in between;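 further: fluorescent Galphao activated with aluminum fluoride binding bead-coupled RGS4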
* hit, by the source's call; ? = inconclusive; . = no result given.

compound	GSH bead fluor	Pf gametocyte	Bim-Mcl-1	ABCG2 inh	Mcl1-Noxa inh	ABCB1 inh	RGS7-Gao reg	Mcl1-Bid inh	Avidin fluor	RGS8-Gao	RGS4-Gao reg
Clc1ccc(-c2nc(-c3cc4cc(Cl)ccc4o3)cs2)cc1	.	-7.8	.	.	-11.6	.	?	-15.8	11	105.6	97.0
Cc1cc(Cl)ccc1OCC(=O)NC1CCCC1	10	8.9	-1.0	1.9	4.9	0.6	95.5	-11.8	19	101.7	100.4
N#Cc1c(N)c(C(=O)c2ccccc2)n2c1CCCC2	16	.	-5.0	0.8	17.5	0.1	94.6	-35.6	38	98.2	99.1
CC(=O)CCc1ccc(OCC(O)CNC2CCCc3ccccc32)cc1 (centres undefined)	10	-23.7	-2.0	2.7	17.3	4.2	100.1	26.8	5	98.5	99.7
CCCN1C(=O)C(Cc2nc3ccccc3c(=O)n2-c2ccccc2)c2ccccc21 (centres undefined)	3	24.5	-7.0	0.6	-16.2	1.9	108.5	-5.7	12	116.8	106.2
Cc1nn(CC(O)COc2ccc3c(c2)CCC3)c(C)c1C (centres undefined)	34	-23.9	-3.0	4.4	.	0.6	103.0	3.1	13	103.2	103.0
Cc1cccc(/C=N/NC(=O)CNc2cccc3ccccc23)n1	10	.	3.0	-0.5	19.1	-0.1	96.0	-12.5	8	99.1	98.3
CCS(=O)(=O)N1CCC(C(=O)NCCCN2CCC(Cc3ccccc3)CC2)CC1	29	.	-6.0	6.5	6.5	0.6	118.5	-40.8	15	126.3	116.7
CC1CCN(C(=O)/C(=C\c2cccs2)NC(=O)c2ccccc2)CC1	14	18.4	0.0	-4.5	8.6	-1.7	100.2	-3.9	9	101.1	99.9
COc1ccc(Cl)cc1NC(=S)NNC(=O)CC(C)C	19	.	0.0	6.5	11.9	0.6	?	-61.0	9	102.5	100.3
COC(=O)CCC(=O)Nc1c(C)n(C)n(-c2ccccc2)c1=O	25	8.0	0.0	0.7	-2.0	0.4	102.6	-10.1	11	105.6	103.2
NNC(=S)Nc1ccc(S(=O)(=O)N2CCCCC2)cc1	.	-6.5	.	.	-39.5	.	?	-94.3	7	93.0	91.2
COc1ccc(NC(=O)c2ccc(-c3nn(C)c(=O)c4ccccc34)cc2)cc1C(N)=O	.	-16.0	.	.	14.1	.	?	-25.4	7	106.3	97.4
CC(=O)Nc1cccc(C(=O)N2CCN(Cc3ccccc3)CC2)c1	40	.	0.0	26.3	3.8	0.2	97.6	-21.8	9	113.2	100.0
O=C(NCCOc1ccccc1Cl)c1ncn[nH]1	10	-26.3	-3.0	1.7	10.9	0.1	85.9	-18.0	7	95.8	83.3
O=C(O)C1(P(=O)(c2ccccc2)c2ccccc2)CCC1	10	-7.4	-2.0	1.6	12.5	0.5	104.7	14.0	15	102.2	107.6
CCN(C(=O)CSc1ccc2ccccc2n1)C1CCS(=O)(=O)C1 (centres undefined)	16	6.2	-2.0	-1.5	11.5	-1.6	102.6	-5.9	10	103.8	104.5
CN(C)C(=O)N1CCC(C(=O)N2CCCC(C(=O)c3ccc(C(C)(C)C)cc3)C2)CC1 (centres undefined)	9	11.5	0.0	3.7	-3.5	2.9	111.5	-33.5	2	103.4	105.0
Cc1cc(C)cc(N2C(=O)CC(n3ccnc3)C2=O)c1 (centres undefined)	25	7.3	0.0	2.2	-7.9	0.5	100.6	-6.2	12	98.7	102.2
CCOc1ccc(C(C)=O)cc1Cn1nc(C(=O)O)c2ccccc2c1=O	13	.	1.0	5.2	10.2	0.6	102.2	24.6	9	102.9	102.0
CN(C)c1cc(-c2ccc(Cl)cc2)oc(=O)c1Cl	.	-5.7	.	.	-9.2	.	?	-11.3	7	97.6	83.2
CCOC(=O)c1c(N)sc(C(=O)Nc2ccccc2F)c1C	25	7.5	2.0	4.3	-9.1	0.5	82.0	-47.3	6	83.0	97.9
Cc1ccccc1Cn1nc(C)c(NC(=O)c2cc(-c3cccs3)on2)c1C	20	.	-10.0	38.6	17.0	6.0	101.8	-10.7	30	100.0	100.0
Cc1nn(C(C)C(=O)NCc2ccco2)c(C)c1[N+](=O)[O-] (centres undefined)	20	14.3	1.0	0.5	20.7	0.5	91.8	-32.3	9	95.6	94.2

Complete entries, quoted from the list. Order of screens: GSH bead fluor | Pf gametocyte | Bim-Mcl-1 | ABCG2 inh | Mcl1-Noxa inh | ABCB1 inh | RGS7-Gao reg | Mcl1-Bid inh | Avidin fluor | RGS8-Gao | RGS4-Gao reg
`Cc1cc(C)cc(N2C(=O)CC(n3ccnc3)C2=O)c1` (centres undefined) is listed with 25 | 7.3 | 0.0 | 2.2 | -7.9 | 0.5 | 100.6 | -6.2 | 12 | 98.7 | 102.2
`Cc1nn(C(C)C(=O)NCc2ccco2)c(C)c1[N+](=O)[O-]` (centres undefined) is listed with 20 | 14.3 | 1.0 | 0.5 | 20.7 | 0.5 | 91.8 | -32.3 | 9 | 95.6 | 94.2

Going on with the list.
compound	GSH bead fluor	Pf gametocyte	Bim-Mcl-1	ABCG2 inh	Mcl1-Noxa inh	ABCB1 inh	RGS7-Gao reg	Mcl1-Bid inh	Avidin fluor	RGS8-Gao	RGS4-Gao reg
CCOc1ccc(-c2nc(CN(Cc3ccccc3)C[C@@H]3CCC(=O)N3)c(C)o2)cc1	16	.	-2.0	7.7	6.0	2.7	85.7	-47.8	6	93.0	92.8
CCN1CCC(NC(=O)Nc2cccc(C(F)(F)F)c2)CC1	15	-11.1	0.0	0.4	1.7	0.3	97.5	-16.9	7	102.0	104.2
CCSc1nnc(NC(=O)Cc2ccccc2OC)s1	14	.	-2.0	11.4	15.2	1.3	100.5	-12.6	7	98.4	100.5
CC(=O)N/N=C(\C)c1cccc(NC(=O)c2cccs2)c1	12	15.4	0.0	14.5	-6.0	1.1	-112.2*	-1.7	-3	33.8*	-635.8*
Cc1ccc2cc(CCNS(=O)(=O)c3ccc(F)cc3)c(=O)[nH]c2c1	23	.	-2.0	1.5	16.3	0.5	94.7	-3.5	7	97.6	96.2
CCOC(=O)C1=c2/c(=C/c3ccccc3OC)c(N)c(C#N)n2C(=O)C(c2ccccc2OC)S1 (centres undefined)	8	.	6.0	1.9	-0.6	0.6	93.6	12.6	12	99.2	91.4
CC1CCCCC12NC(=O)N(CC(=O)Nc1sc3c(c1C(N)=O)CCC3)C2=O (centres undefined)	69	-0.1	-1.0	0.3	82.3*	0.0	97.4	-60.8	6	101.8	98.1
Cc1ccc(S(=O)(=O)Oc2ccc(/C=C(/NC(=O)c3ccccc3)C(=O)NC(C)C(=O)O)cc2)cc1 (centres undefined)	11	2.4	0.0	1.9	9.8	0.2	105.0	-5.3	3	104.2	102.0
COc1cccc(Nc2ccc(Nc3cccc(OC)c3)nn2)c1	12	4.9	-3.0	4.2	20.3	-0.1	107.5	2.4	14	106.0	107.5
O=C(Nc1ccc(-c2nc3ccccc3s2)c(O)c1)C1=COCCO1	5	-17.9	1.0	-1.0	17.6	-0.4	98.9	26.5	3	102.6	99.5
CC(C)CCn1nnnc1C(c1ccccc1)N1CCN(C)CC1 (centres undefined)	25	-5.2	0.0	2.0	9.5	0.4	102.0	-5.8	35	98.6	99.3
CCC(=O)c1ccc(OCc2ccccc2)c(OC)c1	7	.	-5.0	17.2	1.0	1.5	100.7	-13.4	15	102.9	103.8
CCC(=O)N1CCN(c2ccc(NC(=S)NC(=O)C(C)C)cc2)CC1	21	21.6	-4.0	3.0	0.3	1.1	105.9	-14.6	6	105.3	107.5
Cc1ccccc1NC(=O)C1CCN(C2=NS(=O)(=O)c3ccccc32)CC1	20	.	-2.0	3.7	11.9	-0.1	99.2	-22.9	5	98.8	104.4
COc1ccc(F)cc1S(=O)(=O)N1CCCCC1	.	15.3	.	.	-5.6	.	?	-21.6	9	103.0	102.4
c1ccc(-c2nn3c(-c4ccccc4)nnc3s2)cc1	10	-3.0	4.0	1.7	7.6	0.1	104.3	-6.5	24	104.5	105.8
O=C(CN(CCc1ccccc1)S(=O)(=O)c1ccc(Cl)cc1)N/N=C/c1ccccc1C(=O)O	21	24.7	0.0	4.0	8.1	2.0	100.7	15.7	10	100.8	96.9
Cc1ccc2nc(N3C(=O)C(O)=C(C(=O)c4cc5ccccc5o4)C3c3cccs3)sc2c1 (centres undefined)	54	.	2.0	0.4	70.0*	0.4	97.3	-25.1	6	101.1	100.7
Clc1cccc(Cl)c1/C=C/c1nc2ccccc2[nH]1	28	.	-5.0	23.7	5.3	2.0	101.8	-6.8	14	100.1	100.3
COc1cc2c(cc1OC)C(C(=O)NCC1COc3ccccc3O1)C(c1cccnc1)N(C)C2=O (centres undefined)	26	-30.4	-4.0	0.4	0.4	0.1	118.1	4.5	11	115.0	114.3
CCOC(=O)c1c[nH]c2c(C(F)(F)F)cccc2c1=O	13	-12.1	2.0	0.9	4.0	0.5	87.4	-11.4	5	82.8	89.3
Cc1ccc(C(=O)COC(=O)c2ccccc2NC(=O)c2ccccc2)cc1[N+](=O)[O-]	10	-4.4	-6.0	20.8	2.0	3.9	99.8	-2.6	16	99.1	97.5
CCN(CC)c1cc(C)c2cc(NC(=O)c3ccc(Br)o3)ccc2n1	8	-5.4	1.0	2.1	60.5*	1.0	101.0	-16.6	37	101.3	98.2
O=S(=O)(/N=C/c1ccccc1O)c1cccs1	14	.	0.0	5.5	5.4	1.1	98.5	-17.8	10	101.1	103.1
CCOc1ccc(NC(=O)C2C3CCC4C(CCC32)C4(Cl)Cl)cc1 (centres undefined)	9	6.6	0.0	-1.6	-1.0	-1.3	94.6	-16.1	9	100.8	103.9
c1cnc2nc(CSc3ncn[nH]3)cn2c1	15	-5.0	0.0	8.8	11.8	1.3	97.2	-23.7	10	99.5	101.3
COc1ccc(/C(N)=N/OC(=O)COc2ccccc2Cl)cc1	17	21.9	-6.0	3.0	1.4	.	99.8	-41.8	5	101.4	100.3
COc1ccc(C2C3=C(CC(C)(C)CC3=O)Nc3c2c(=O)n(C)c(=O)n3C)cc1OC (centres undefined)	10	19.0	-2.0	2.0	3.3	0.8	103.4	-23.4	21	108.7	102.5
Cc1noc(NS(=O)(=O)c2ccc(N/C=C\C(=O)c3ccc4c(c3)OCO4)cc2)c1C	13	-10.7	7.0	-1.4	16.6	-0.3	93.8	-7.8	14	102.0	95.5
